Gli-Sufu antag – blocks Gli-Sufu signaling in a luciferase reporter | Sufu-KO-LIGHT fibroblasts, Gli luciferase reporter luminescence | inhibition, % at 5 µM | 340,000 compounds, 0.74% hits | AID 588413;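 active means inhibition above about 55%, limit read from the data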;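 further: 0% = DMSO-treated cells and 100% = wells with medium but no cells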
APJ antag – antagonists of human APJ apelin receptor; CHO-K1 APJ beta-arrestin complementation, luminescence; inhibition, % at 20 µM; P35414; 330,000 compounds, 0.32% hits;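 active means inhibition above about 40% at 20 µM, limit read from the data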;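 further: cells challenged with 10 nM apelin-13 agonist together with compound; plate controls were apelin-13 plus DMSO wells for no effect and DMSO wells lacking apelin-13 for full effect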
Target sequence (P35414 whole entry, looked up): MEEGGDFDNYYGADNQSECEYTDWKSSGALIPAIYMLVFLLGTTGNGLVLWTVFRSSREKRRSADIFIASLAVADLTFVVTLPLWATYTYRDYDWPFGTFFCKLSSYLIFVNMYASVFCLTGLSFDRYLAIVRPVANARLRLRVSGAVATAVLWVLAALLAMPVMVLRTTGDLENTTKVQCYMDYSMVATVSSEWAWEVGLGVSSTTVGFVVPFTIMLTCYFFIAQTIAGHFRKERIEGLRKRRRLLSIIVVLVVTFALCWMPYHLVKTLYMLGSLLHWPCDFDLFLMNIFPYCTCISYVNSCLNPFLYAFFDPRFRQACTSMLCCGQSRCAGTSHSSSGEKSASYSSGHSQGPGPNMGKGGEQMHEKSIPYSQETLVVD
CCR6 antag – antagonists of human CCR6 receptor; inhibition, % at 20 µM; P51684; CHO-K1 CCR6 PathHunter beta-arrestin, luminescence, CCL20-stimulated; 340,000 compounds, 0.49% hits;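 active means compounds whose inhibition of the agonist-driven luminescence signal at 20 µM reaches about 50%, limit read from the data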;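 further: cells stimulated with CCL20 at 14 nM final; plate controls were DMSO with CCL20 for no effect and DMSO without agonist for full effect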
UBC13 inh – inhibitors of human UBC13 polyubiquitin chain formation; TR-FRET; 330,000 compounds, 0.47% hits; inhibition, % at 20 µM; in the data active means inhibition above about 45%, passing the limit was not always enough
Target sequence (P61088 whole entry, looked up): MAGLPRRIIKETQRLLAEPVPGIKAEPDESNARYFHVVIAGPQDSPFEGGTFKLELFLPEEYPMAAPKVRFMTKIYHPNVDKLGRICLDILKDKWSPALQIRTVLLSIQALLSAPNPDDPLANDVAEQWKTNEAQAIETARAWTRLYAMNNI
CXCR6 inh – CXCR6 (human) receptor inhibition. AID 602244. O00574. CHO-K1 PathHunter CXCR6 beta-arrestin, luminescence. 360,000 compounds, 0.36% hits. inhibition, % at 20 µM; in the data active means inhibition above about 34%, passing the limit was not always enough;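 further: antagonist mode with CXCL16 agonist at 10 nM final; 0% = 10 nM CXCL16 with DMSO and 100% = unstimulated wells without agonist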
Target sequence (O00574 whole entry, looked up): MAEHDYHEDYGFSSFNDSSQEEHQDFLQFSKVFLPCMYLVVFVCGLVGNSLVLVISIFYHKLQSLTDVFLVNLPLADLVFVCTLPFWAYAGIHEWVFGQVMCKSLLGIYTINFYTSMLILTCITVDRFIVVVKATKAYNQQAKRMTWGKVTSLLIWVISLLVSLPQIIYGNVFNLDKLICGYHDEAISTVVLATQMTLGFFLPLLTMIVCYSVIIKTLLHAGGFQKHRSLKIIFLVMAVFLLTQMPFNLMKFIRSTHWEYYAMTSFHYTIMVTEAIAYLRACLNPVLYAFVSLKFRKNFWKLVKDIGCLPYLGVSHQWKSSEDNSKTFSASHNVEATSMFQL
EBI2 block – blocks human EBI2 receptor beta-arrestin signaling | P32249 | EBI2 beta-arrestin recruitment, luminescence, 7a,25-OHC stimulated | inhibition, % at 5 µM | 360,000 compounds, 0.81% hits | AID 651636; in the data active means inhibition above about 38%;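 further: enzyme fragment complementation signal reports receptor beta-arrestin coupling in cells; 0% = agonist plus DMSO wells and 100% = wells without agonist; some results beyond the cut were filed as inactive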
697 NFkB inh – lowers PMA/ionomycin-induced NF-kB signal in 697 B cells | 330,000 compounds, 0.33% hits | inhibition, % at 4 µM | AID 435022 | 697 B-cell NF-kB luciferase reporter, 16 h; in the data active means inhibition above about 35%
Jurkat NFkB inh – inhibitors of the PMA/ionomycin-induced NF-kB reporter in Jurkat cells | PMA/ionomycin-induced NF-kB luciferase reporter, luminescence | inhibition, % at 4 µM | 330,000 compounds, 0.53% hits; in the data active means inhibition above about 50%
An asterisk follows results filed as active; · = not tested or not shown. Compounds as they come. About 3% of those tested had a hit in this group.

SMILES	Gli-Sufu antag	APJ antag	CCR6 antag	UBC13 inh	CXCR6 inh	EBI2 block	697 NFkB inh	Jurkat NFkB inh
Cn1nnnc1CCOCCc1nnnn1C	-3	13	-8	4	-4	1	5	3
O=C(c1ccc(COc2ccccc2)o1)N1CCN(S(=O)(=O)c2ccccc2Cl)CC1	21	8	15	15	3	7	9	-7
COc1ccc(CNS(=O)(=O)c2cc(-c3cc(C)no3)ccc2C)cc1OC	-2	-52	8	0	-1	1	-24	20
NC(=O)NC(Cc1ccccc1)c1ccccc1 (stereo not drawn)	-2	3	0	3	5	-19	-8	-8
O=C(O)/C(=C1\OC(=O)c2ccccc21)c1ccccc1	5	17	2	-6	8	-14	28	15
O=c1c2c3c(sc2ncn1/N=C/c1ccncc1)CCCC3	0	-6	10	36	-1	26	28	-2
Cc1cc(C)n(S(=O)(=O)c2cc(C)c(C)cc2C)n1	50	12	2	4	-5	-2	-4	2
COc1ccc(Cl)c(NCCC(=O)O)c1	5	-5	-5	4	-5	-7	-10	6
C#CCNC(=O)C1=C[C@H](C2CCCCC2)[C@@H](CCCO)[C@H](OCC)O1	5	0	17	-4	25	-6	0	7
CC(C)(C)c1ccc(C(=O)Nc2ccc(NC(=O)C(=O)O)cc2)o1	-3	17	6	9	2	-6	-4	2
COc1ccc(-c2c(C)nn3c(Cl)c(C)c(C)nc23)cc1	-7	3	19	-5	8	-29	-4	-3
COCCNC(=O)c1ccc(NS(=O)(=O)c2ccc3[nH]c(=O)[nH]c3c2)cc1	-4	-5	-9	-3	0	6	-18	-12
CC1=C(C(=O)OC2CCCCC2)C(c2ccco2)C2=C(CC(C)(C)CC2=O)N1 (stereo not drawn)	7	4	14	3	9	14	1	6
CC1Cc2ccccc2N1CC(=O)Nc1ccc(S(N)(=O)=O)cc1 (stereo not drawn)	-12	3	4	14	0	-1	6	14
COCCn1c(COc2cccc(OC)c2)nnc1SCC(=O)NC1CCCC1	2	-4	13	10	23	8	6	10

Record cards, as listed above:
`O=C(c1ccc(COc2ccccc2)o1)N1CCN(S(=O)(=O)c2ccccc2Cl)CC1` is listed with Gli-Sufu antag: 21; APJ antag: 8; CCR6 antag: 15; UBC13 inh: 15; CXCR6 inh: 3; EBI2 block: 7; 697 NFkB inh: 9; Jurkat NFkB inh: -7
`COCCn1c(COc2cccc(OC)c2)nnc1SCC(=O)NC1CCCC1` is listed with Gli-Sufu antag: 2; APJ antag: -4; CCR6 antag: 13; UBC13 inh: 10; CXCR6 inh: 23; EBI2 block: 8; 697 NFkB inh: 6; Jurkat NFkB inh: 10
`O=c1c2c3c(sc2ncn1/N=C/c1ccncc1)CCCC3` is listed with Gli-Sufu antag: 0; APJ antag: -6; CCR6 antag: 10; UBC13 inh: 36; CXCR6 inh: -1; EBI2 block: 26; 697 NFkB inh: 28; Jurkat NFkB inh: -2

Remaining list, next part
SMILES	Gli-Sufu antag	APJ antag	CCR6 antag	UBC13 inh	CXCR6 inh	EBI2 block	697 NFkB inh	Jurkat NFkB inh
O=C(Nc1ccccc1C(=O)N1CCCCC1)c1cccs1	8	4	1	-2	6	0	10	17
O=C(NCCCn1ccnc1)/C(=C\c1ccc(Br)cc1)NC(=O)c1ccccc1F	-3	5	-1	-6	-2	-3	-28	4
Cn1cc(CN2CCN(CC(C)(C)C)C(CCO)C2)c2ccccc21 (stereo not drawn)	20	16	6	3	-4	-2	7	8
Cc1ccc(C(=O)Nc2ncc(Cc3ccc(F)cc3)s2)o1	-24	-10	2	-1	-5	-15	6	-26
CC(Sc1nnc2ccccn12)C(=O)Nc1ncc(Cl)cc1Cl (stereo not drawn)	-31	-7	-9	10	-4	-8	8	-1
CCN(CC)CCNCc1cc(Cl)c(OCC(=O)Nc2ccccc2)c(OC)c1	29	11	16	8	8	-5	18	-5
COCc1cc(=O)n2[nH]c(-c3ccc(C)cc3)cc2n1	-13	6	9	6	-5	4	-14	-4
Cc1ccc(C)c(C(=O)Nc2cc(C)nn2-c2nc(C)cc(C)n2)c1	10	13	23	19	15	2	-12	24
CC1CCCCN1C(=O)Nc1cccc(Cl)c1 (stereo not drawn)	-2	11	-10	-4	-8	-2	17	12
Cc1cc(=O)oc2c(C)c(OCC(=O)NCC3CCC(C(=O)O)CC3)ccc12 (stereo not drawn)	3	-20	6	-1	1	1	8	1
O=C(OCC(=O)N1CCc2ccccc21)c1cccc(S(=O)(=O)N2CCCc3ccccc32)c1	3	0	13	2	-1	2	-1	15
O=C1C(=O)N(CCCN2CCOCC2)C(c2ccc([N+](=O)[O-])cc2)/C1=C(/O)c1ccc2c(c1)OCO2 (stereo not drawn)	-10	15	11	-4	1	-7	14	7
COc1cccc(NC(=O)c2cnc(SC)nc2C)c1	23	-3	7	-5	5	-5	-7	-10
CCCCCC(=O)NNC1=NCC(Cc2ccccc2)S1 (stereo not drawn)	2	-5	-2	-1	-5	-4	-10	-8
CO[C@H]1/C=C/O[C@@]2(C)Oc3c(C)c(O)c4c(O)c(c(C=NN5CCN(C)CC5)c(O)c4c3C2=O)NC(=O)/C(C)=C\C=C\[C@H](C)[C@H](O)[C@@H](C)[C@@H](O)[C@@H](C)[C@H](OC(C)=O)[C@@H]1C	9	15	30	-186	8	-13	14	11
COC(=O)CCCC1=CC2=C(c3ccccc3)C(=O)C(C)(OC(=O)C3CCCC3)C(=O)C2=CN1c1ccccc1 (stereo not drawn)	23	-1	13	-40	-6	-4	12	-9
CCOc1ccc(NC(=O)CC2SC(N)=NC2=O)c([N+](=O)[O-])c1 (stereo not drawn)	-3	-20	-7	-7	2	-3	13	-5
CCn1nc(NS(=O)(=O)c2ccc(C)cc2)c2cc3ccccc3nc21	1	-19	10	-8	3	-6	-2	-5
CCCCC(=O)Nc1cccc(-c2cn3ccccc3n2)c1	-57	-4	2	5	0	-15	-72	-27
Cc1cc(C(=O)COC(=O)c2ccc(O)cc2)c(C)n1CC(F)(F)F	-58	-5	4	-1	3	-10	-49	-93
CC(C)Oc1ccc(/C=C(\NC(=O)/C=C/c2ccco2)C(=O)NCCc2nc3ccccc3[nH]2)cc1	15	-7	1	-10	10	2	-6	2
COc1nccnc1NS(=O)(=O)c1ccc(NC(=S)NC(=O)/C=C/c2ccc(F)cc2)cc1	-14	11	27	-11	6	6	-23	5
COc1ccc(CNc2nc(NCc3ccc(OC)cc3)c3ncn(C4CCCC4)c3n2)cc1	-4	0	0	2	-1	1	-55	41
Nc1c(C(=O)N2CCOCC2)sc2nc3c(cc12)CCC3	-37	34	5	-12	-2	-5	4	-2
CN(CCc1cn[nH]c1)C(=O)CC1C(=O)NCCN1Cc1cccc(Oc2ccccc2)c1 (stereo not drawn)	0	1	3	6	4	9	19	26
Cc1nn(C(C)(C)C)c(N)c1-c1ccccc1	-4	-5	9	-10	-5	4	-54	13
Cc1cccc(-n2cccc2)c1C#N	2	16	13	5	-5	-6	12	0
[2H]c1c([2H])c([2H])c(C(=O)c2sc(N3CCCCCC3)nc2-c2ccccc2)c([2H])c1[2H]	25	18	23	9	19	5	5	6
O=S(=O)(c1ccc2c(c1)OCO2)N1CCN(c2nnnn2-c2ccccc2)CC1	4	14	-7	15	0	1	25	21
CCc1ccc(NC(=O)N2CCc3ccccc3C2)cc1	-70	10	11	-3	-1	1	-86	-106
CCOc1ccc(C2CC(=O)n3nc(C45CC6CC(CC(C6)C4)C5)nc3S2)cc1OC (stereo not drawn)	-1	2	-13	1	1	0	10	-9
O=C(COc1ccc(Cl)cc1Cl)Nc1cccnc1	-16	8	-15	-12	-8	-5	-9	-116
N#CCC(=O)NCCCOC(=O)Nc1ccc(Cl)c(Cl)c1	-5	20	-2	7	-5	1	1	16
CCOc1ccc(CN2C(=O)CC(=O)N(S(=O)(=O)c3ccc(OCC)cc3)C2=O)cc1	6	-3	1	-8	-15	-8	15	-3
Cc1cc2c(cc1C)NC(C)CC(=O)N2 (stereo not drawn)	5	·	2	·	-1	-7	·	·
CCOc1ccccc1C(=O)NCC(=O)OCCOc1cccc(Cl)c1	4	0	12	2	-8	7	-1	-8
Cc1ccc2nc(/C(C#N)=C/c3ccc(-c4ccccc4C(=O)O)o3)[nH]c2c1	0	-20	2	-36	0	2	-6	3
O=C(Nc1ccccc1Cl)c1cc[n+](Cc2ccc([N+](=O)[O-])cc2)cc1	1	16	-3	6	-9	7	14	2
CC1=NN(c2cccc(Cl)c2)C(=O)C12CC(C)=C(C)CS2 (stereo not drawn)	23	1	3	-3	-14	-10	-14	-18
CCCCC(CC)C(=O)Nc1ccc(Cl)cn1 (stereo not drawn)	5	-2	8	8	4	3	24	13
Cc1nc2nc(SCC(=O)NCCN3CCOCC3)nn2c(C)c1Cc1ccccc1	1	1	11	11	6	3	17	7
CCOC(=O)c1c(S(=O)(=O)Nc2ccc(C)cn2)c(C)n(C)c1C	-2	-11	7	4	1	-4	4	13
CCOC(=O)C1=C(C)NC(=S)N(C(C)=O)C1c1ccc(Cl)cc1 (stereo not drawn)	-2	12	13	5	6	-1	14	15
O=C(OCC(=O)c1ccccc1Br)c1ccccn1	-1	2	-5	-18	2	-20	-5	-5
O=C(Nc1cccc(F)c1)/C(=C/c1ccco1)NC(=O)c1ccco1	1	-12	15	-10	-1	3	14	-3
O=C(O)CCC(=O)Nc1ccccc1C(=O)NC1CCCCC1	-7	15	-2	4	-4	-3	11	-2
Nc1cc(C(=O)OCC(=O)Nc2cccc(S(=O)(=O)N3CCOCC3)c2)ccc1Cl	-5	-10	11	12	-7	-11	14	-2
C=CCOC(=O)COc1ccc2c(C)c(C)c(=O)oc2c1	4	16	-27	11	1	1	1	11
COc1ccc(-n2nc(C(=O)NCC(=O)N3CCN(c4ccccc4F)CC3)c3ccccc3c2=O)cc1	-22	20	12	27	6	12	-103	-62
CC1=C(C(N)=O)C(c2ccc(Cl)cc2)n2nc(CCCO)nc2N1 (stereo not drawn)	-2	0	8	4	-3	1	-3	-10
COc1ccc(C(=O)N/N=C/c2ccc(OC)c(OS(=O)(=O)c3ccccc3)c2)cc1	-5	-10	-10	-4	10	3	-3	-11
Cc1ccc(S(=O)(=O)CCC(=O)OCC(=O)c2ccc(F)cc2)cc1	-8	-46	7	-12	1	-4	11	-2
COc1ccccc1C(=O)NCCc1nc2ccccc2n1C	-12	-13	8	-2	0	-7	-7	-8
CCC1Oc2ccccc2N(CC(=O)Nc2ccc(OC)cc2OC)C1=O (stereo not drawn)	-2	8	9	-11	5	-3	-6	-16
O=C(NC1CCCCC1)C1CCN(S(=O)(=O)c2cccs2)CC1	0	-5	16	2	-4	4	20	-4
CCN(CC(=O)NCc1ccc(Cl)cc1)C(=O)/C=C/c1ccccc1	-15	11	10	-5	-4	76*	21	5
COc1ccccc1NC(=O)Nc1ccccc1Br	-3	-6	-6	5	-12	-8	26	-2
CCn1c(=O)c2c(nc(SCc3ccccn3)n2C)n(C)c1=O	28	·	7	·	7	-2	·	·
O=S(=O)(Cc1ccccc1)Nc1ccccc1	-1	-9	-5	-2	13	-2	-10	-3
Cc1cc(C(=O)Nc2nncs2)oc1C	-5	11	0	-2	-5	14	-4	-2
New compounds follow:
SMILES	Gli-Sufu antag	APJ antag	CCR6 antag	UBC13 inh	CXCR6 inh	EBI2 block	697 NFkB inh	Jurkat NFkB inh
CN(C)c1ccc(/C=C/C(=O)c2ccc(O)cc2)cc1	-38	·	14	·	-12	9	·	·
CCn1c(SC)nnc1C1CCN(CC(=O)Nc2ccccc2N2CCOCC2)CC1	47	13	16	4	-1	-1	1	8
O=C(O)c1cccc(NC(=O)c2cccc(S(=O)(=O)N3CCCCC3)c2)c1	-17	17	2	5	1	-1	-24	19
O=C(CCSc1nnc2ccccn12)Nc1ccc2c(c1)OCO2	-7	-2	-2	5	4	0	-9	-18
COc1ccc(NC(=O)c2ccc3ncsc3c2)c2ccccc12	-1	22	26	2	-2	8	2	4
O=C(COC(=O)Cc1ccc(Cl)cc1)NCc1cccs1	-5	-12	6	14	9	-3	4	-16
CC(=O)c1ccc(NC(=O)CN2C(=O)NC(C)(c3ccc4c(c3)OCCO4)C2=O)cc1 (stereo not drawn)	3	-26	9	-5	7	-5	-16	2

Bioassay records as filed in PubChem.
